SNCA expr inh: inhibitors of alpha-synuclein (SNCA) gene expression; HEK-293 SNCA-luciferase knock-in, luminescence, 24 h; Potency, µM (highest dose often 57.2 µM), for the others: at the highest dose activity change, negative = inhibition, hits mostly inhibitors; actives 0.17% (n = 140,000); AID 1671194;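 further: potency means the concentration at half of the fitted maximal effect; plate controls were DMSO cells for no effect and cell-free wells for full effect; nearly all actives have a fitted effect of over 45% in size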
3T3 cytotox: cytotoxic compounds in NIH 3T3 cells; Potency, µM (titrated, usually from 96.7 µM), without a hit: at the top dose activity change, negative = cytotoxicity, actives largely listed as inhibitors; NIH 3T3 viability, CellTiter-Glo ATP luminescence, 48-72 h; actives 4.3% (n = 94,000); AID 1345082; further: potency means the concentration at half of the fitted maximal effect; nearly all actives have a fitted effect of over 55% in size
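Luminescent ATP readout (CellTiter-Glo, 10 min RT) after 48 or 72 hr compound exposure of NIH 3T3 cells seeded at 400 cells/well in 1536-well format; quantitative HTS.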
GPT2 inhibitor: GPT2 alanine aminotransferase inhibition; actives 0.25% (n = 100,000); Recombinant GPT2, coupled pyruvate oxidase/HRP Amplex Red fluorescence; Potency, µM (doses to about 57.7 µM), for the others: top-dose activity change, negative = inhibition, hits mostly inhibitors; Q8TD30; AID 1671188; further: potency means the concentration at half of the fitted maximal effect; nearly all actives have a fitted effect of over 60% in size; many of its hits are not listed in these tables
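Fluorescence read-out: pyruvate from GPT2 turnover coupled to pyruvate oxidase, HRP and Amplex Red (0.2mM ThPP, 0.2U/mL PO and HRP, 50uM Amplex final). Substrates 250uM a-KG, 2mM L-alanine; enzyme 10ng/uL; 30 min RT.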
HEK293 viab: cell viability loss counter-screen | Potency, µM (titrated, usually from 57.1 µM), inactives show top-dose activity change, negative = cytotoxicity, actives largely listed as cytotoxic | AID 1671193 | HEK-293-SNCA-luc viability, GF-AFC fluorescence, 24 h | actives 0.12% (n = 150,000);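 further: potency means the concentration at half of the fitted maximal effect; 0% = DMSO-treated cells and -100% = medium-only wells without cells; nearly all actives have a fitted effect of over 30% in size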
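Cytotoxicity counterscreen: after 24 h compound treatment of genome-edited SNCA-luciferase HEK-293 cells, live-cell protease substrate GF-AFC read by fluorescence after 30 min; activity scaled between DMSO (0%) and medium-only (-100%), curves Hill-fitted.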
IP6K1 inh: IP6K1 kinase inhibition; Q92551; IP6K1 kinase, ADP-Glo luminescence, 2 h; stronger effect = lower value; activity change, % (series mostly up to about 58 µM); actives 0.81% (n = 140,000); in the data active means activity change below about -25%
Target sequence (Q92551 whole entry, looked up): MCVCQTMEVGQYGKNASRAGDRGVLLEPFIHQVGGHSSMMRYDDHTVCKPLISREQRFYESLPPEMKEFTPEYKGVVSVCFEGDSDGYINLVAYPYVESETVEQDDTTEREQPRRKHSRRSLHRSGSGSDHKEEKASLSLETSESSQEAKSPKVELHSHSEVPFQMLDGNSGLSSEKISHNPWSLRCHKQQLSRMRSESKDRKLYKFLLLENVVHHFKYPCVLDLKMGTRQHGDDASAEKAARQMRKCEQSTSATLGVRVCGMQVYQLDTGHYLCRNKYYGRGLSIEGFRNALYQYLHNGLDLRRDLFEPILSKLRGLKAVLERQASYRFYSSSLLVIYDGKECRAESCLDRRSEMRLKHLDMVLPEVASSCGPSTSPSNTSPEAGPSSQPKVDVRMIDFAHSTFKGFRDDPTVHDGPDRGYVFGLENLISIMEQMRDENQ
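ADP-Glo luminescence measures ADP made by human IP6K1 during a 2 h RT reaction with ATP/IP6 (mix at 1.3 mM/130 uM); top library doses 57.5 and 19.1 uM final.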
HEK cytotox: cytotoxic compounds in HEK 293 cells. AID 1345083. actives 6.6% (n = 94,000). HEK 293 viability, ATP luminescence (CellTiter-Glo), 48-72 h. Potency, µM (highest dose often 115 µM), without a hit: at the top dose activity change, negative = cytotoxicity, hits mostly inhibitors; further: potency means the concentration at half of the fitted maximal effect; nearly all actives have a fitted effect of over 60% in size
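Read-out: CellTiter-Glo ATP luminescence. Cells: HEK 293, 250 cells/well. Exposure: 48 or 72 hr, 37 degree Celsius.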
FLuc inh: inhibitors of firefly (Photinus pyralis) luciferase. P08659. actives 2.5% (n = 76,000). purified P. pyralis luciferase, luminescence, biochemical. Potency, µM (titrated, usually from 115 µM), for the others: at the top dose activity change, negative = inhibition, usual class: inhibitors. AID 1347043; further: potency means the concentration at half of the fitted maximal effect; nearly all actives have a fitted effect of over 65% in size
Target sequence (P08659 whole entry, looked up): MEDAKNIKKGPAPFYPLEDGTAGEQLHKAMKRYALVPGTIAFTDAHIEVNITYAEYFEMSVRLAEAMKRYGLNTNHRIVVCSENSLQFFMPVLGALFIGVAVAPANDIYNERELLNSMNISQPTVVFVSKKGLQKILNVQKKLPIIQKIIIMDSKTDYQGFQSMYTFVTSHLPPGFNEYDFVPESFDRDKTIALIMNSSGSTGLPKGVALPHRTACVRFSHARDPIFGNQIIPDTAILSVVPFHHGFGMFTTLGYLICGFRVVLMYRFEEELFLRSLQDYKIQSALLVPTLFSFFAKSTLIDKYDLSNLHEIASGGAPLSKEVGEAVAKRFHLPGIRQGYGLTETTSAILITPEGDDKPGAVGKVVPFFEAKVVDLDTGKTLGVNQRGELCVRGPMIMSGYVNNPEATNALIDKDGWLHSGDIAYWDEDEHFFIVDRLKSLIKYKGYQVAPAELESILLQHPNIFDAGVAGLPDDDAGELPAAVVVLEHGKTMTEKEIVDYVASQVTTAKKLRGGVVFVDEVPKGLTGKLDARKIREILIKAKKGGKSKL
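Inhibitors were tested against purified firefly luciferase in a biochemical, low-substrate format (both substrates at 10uM) and luminescence measured with a CCD imager.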
* = called active by the depositor; i = inactive; ? = inconclusive; . = not tested or not shown; [ ] = remark or other dose. Unless noted, the call rests on the fitted dose curve; in most records, active means well fitted curve in the direction sought with a large enough effect; inconclusive means small, poorly fitted or top-dose-only effect, or another doubt; inactive means no such curve, though single readings can be large; an effect the other way counts as inactive or inconclusive. Unless noted, on the % scale 0 is the no-effect control and ±100 the full control effect. Only part of the results is shown, so the mix of outcomes need not match the whole.

#1 COCCn1c(C)cc(O)c(C(c2ccc(OC)cc2)N2CCCCC2)c1=O (configuration not stated)
#2 CCOC(=O)N1CCc2c(sc(NCc3sccc3C)c2C(=O)Nc2ccc(OC)cc2OC)C1
#3 COc1cc2[nH]c(=O)n(Cc3ccc(C(=O)N4CCN(c5ccc(Cl)cc5)CC4)cc3)c(=O)c2cc1OC
#4 Cc1ccc([C@H]2C[C@@H](O)[C@@H](O)[C@@H]2NC(=O)C2CC2)cc1
#5 CC(C)c1ccc(NC(=O)Cn2nc3n(c2=O)CCCCC3)cc1
#6 Cc1cccc(CC(=O)N2CCCC(n3cc(-c4nc(-c5ccccc5)no4)nn3)C2)c1 (configuration not stated)

compound no.	1	2	3	4	5	6
SNCA expr inh	0%	?	-9%	-17%[87.6 µM]	2%	51%[activator]
3T3 cytotox	.	.	.	-9%[230 µM]	-8%	?
GPT2 inhibitor	.	.	.	-1%[88.5 µM]	-4%	0%
HEK293 viab	0%	3%	-2%	-15%[87.6 µM]	-8%	4%
IP6K1 inh	-4	-3	4	8	-1	0
HEK cytotox	.	.	.	-3%[230 µM]	-6%	?
FLuc inh	.	.	.	6%[230 µM]	4%	?

#7 CCC1C(=O)NCCN1Cc1cn(-c2cccc(F)c2)nc1-c1ccc(C)o1 (configuration not stated)
#8 Cc1ccc(NC(=O)c2cc(S(=O)(=O)N3CCCC(C)C3)cn2C)c(Br)c1 (configuration not stated)
#9 COCCCn1c(=O)c(C(=O)N2CCC(c3ccccc3)CC2)nc2cccnc21
#10 COc1ccc(C(CC(=O)NCc2ccc(Cl)cc2)N2Cc3ccccc3C2=O)cc1OC (configuration not stated)
#11 O=C(c1nc2cccnc2n(C2CC2)c1=O)N1CCN(C(=O)C2CC2)CC1
#12 CNC(=O)[C@@H]1CN(C(=O)c2cc(-c3cc(C)ccc3C)n[nH]2)C[C@H]1CO

compound no.	7	8	9	10	11	12
SNCA expr inh	89%[activator]	-11%	-3%	10%	-25%	-15%
3T3 cytotox	?	.	-9%	.	-6%	-15%
GPT2 inhibitor	-17%	.	i	.	-13%	i
HEK293 viab	-10%	11%	-4%	?	12%	-8%
IP6K1 inh	9	7	9	-2	15	2
HEK cytotox	?	.	0%	.	-1%	-1%
FLuc inh	28µM*	.	.	.	.	-7%

#13 CC1Oc2ccc(NC(=O)c3ccccc3Cl)cc2CN(Cc2ccc3c(c2)OCO3)C1=O (configuration not stated)
#14 O=C(NC1CCCN(c2cc(-c3ccccc3)[nH]n2)C1)c1ccc(Br)cc1 (configuration not stated)
#15 CN(C)c1nc(N2CCC(O)(c3cccnc3)CC2)ncc1F
#16 COCc1noc([C@@H]2CN(C(=O)CC(C)(C)C)C[C@H]2CO)n1
#17 N#Cc1cccc(-c2c(C(=O)NCc3ccccn3)nc3sccn23)c1
#18 Cc1ccc(F)cc1S(=O)(=O)N1C[C@@H](C)[C@@](C)(O)C1

compound no.	13	14	15	16	17	18
SNCA expr inh	-14%	14%	5%	-5%	?	?
3T3 cytotox	?	32µM*	-7%	1%	-30%	i
GPT2 inhibitor	i	3%	-25%	i	-6%	-7%
HEK293 viab	-7%	-18%	-14%	1%	-8%	-2%
IP6K1 inh	-3	13	-10	0	21	0
HEK cytotox	?	22µM*	?	-8%	?	i
FLuc inh	6%	-2%	-1%	-5%	.	-5%

#19 COc1cc(=O)n2c(c1C(=O)NCc1ccccc1Cl)CCCC2
#20 COc1ccc(OC)c(-c2nc3cc4c(cc3cc2CN2CCOCC2)OCO4)c1
#21 CC(C)CNC(=O)CCc1nc(C2CCCN2C(=O)NC(C)C)no1 (configuration not stated)
#22 CN(C)c1cccc(NC(=O)c2ccnc(-c3nnc4ccc(N5CCOCC5)nn34)c2)c1
#23 Cc1ccc(C)c(NC(=O)C2CCCN(S(=O)(=O)c3cn(C)cn3)C2)c1 (configuration not stated)
#24 Cc1noc(-c2cn(C3CCN(C(=O)c4cc(F)ccc4Cl)C3)nn2)n1 (configuration not stated)

compound no.	19	20	21	22	23	24
SNCA expr inh	-7%	-6%	3%	28%	-10%	1%
3T3 cytotox	-32%	-16%	-1%	?	.	-7%
GPT2 inhibitor	i	2%	-25%	i	.	-1%
HEK293 viab	5%	-19%	8%	9%	0%	7%
IP6K1 inh	-14	9	6	-21	6	3
HEK cytotox	-5%	-17%	9%	-28%	.	4%
FLuc inh	0%	5%	-1%	3%	.	0%

#25 O=C1NC2(CCN(CC3CC3)CC2)COc2ccccc21
#26 OC[C@H]1CCN(Cc2ccc(-c3ccn[nH]3)o2)C[C@H]1O
#27 CN1CCN([C@H]2CCN(C(=O)CCCc3cn[nH]c3)C[C@H]2CCC(=O)O)CC1
#28 O=C(CN1C(=O)C(c2ccccc2)=NC12CCCCCC2)NCC1CCCO1 (configuration not stated)
#29 O=C1CC(c2ccccc2)N(C(=O)CNC(=O)CN2C(=O)CCC2=O)CCCCCN1 (configuration not stated)
#30 CNC(=O)C(C)(C)N1CCC[C@H]1C(=O)N1CCOCC1

compound no.	25	26	27	28	29	30
SNCA expr inh	-26%[87.6 µM]	-13%	-3%	-20%	6%	2%[87.6 µM]
3T3 cytotox	?	-9%	-12%	-6%	-1%	2%[230 µM]
GPT2 inhibitor	i	-17%	0%	i	i	1%[88.5 µM]
HEK293 viab	-5%[87.6 µM]	0%	-1%	-4%[12.5 µM]	6%	0%[87.6 µM]
IP6K1 inh	10	12	6	22	4	4
HEK cytotox	?	5%	-18%	-9%	-1%	-1%[230 µM]
FLuc inh	2%[172 µM]	-1%	10%	-10%	-5%	0%[230 µM]

Nothing new here: 8 of the compounds above.
#20 COc1ccc(OC)c(-c2nc3cc4c(cc3cc2CN2CCOCC2)OCO4)c1
#21 CC(C)CNC(=O)CCc1nc(C2CCCN2C(=O)NC(C)C)no1 (configuration not stated)
#22 CN(C)c1cccc(NC(=O)c2ccnc(-c3nnc4ccc(N5CCOCC5)nn34)c2)c1
#23 Cc1ccc(C)c(NC(=O)C2CCCN(S(=O)(=O)c3cn(C)cn3)C2)c1 (configuration not stated)
#24 Cc1noc(-c2cn(C3CCN(C(=O)c4cc(F)ccc4Cl)C3)nn2)n1 (configuration not stated)
#25 O=C1NC2(CCN(CC3CC3)CC2)COc2ccccc21
#26 OC[C@H]1CCN(Cc2ccc(-c3ccn[nH]3)o2)C[C@H]1O
#27 CN1CCN([C@H]2CCN(C(=O)CCCc3cn[nH]c3)C[C@H]2CCC(=O)O)CC1

compound no.	20	21	22	23	24	25	26	27
SNCA expr inh	-6%	3%	28%	-10%	1%	-26%[87.6 µM]	-13%	-3%
3T3 cytotox	-16%	-1%	?	.	-7%	?	-9%	-12%
GPT2 inhibitor	2%	-25%	i	.	-1%	i	-17%	0%
HEK293 viab	-19%	8%	9%	0%	7%	-5%[87.6 µM]	0%	-1%
IP6K1 inh	9	6	-21	6	3	10	12	6
HEK cytotox	-17%	9%	-28%	.	4%	?	5%	-18%
FLuc inh	5%	-1%	3%	.	0%	2%[172 µM]	-1%	10%

The listing continues:
#31 COCCN1C(=O)[C@@H]2C[C@@H](CN2Cc2ccc3c(c2)OCO3)Oc2ccccc21
#32 CCc1cccc(CC)c1NC(=O)CCS(=O)(=O)c1ccc2c(c1)CCN2C(C)=O
#33 CCc1cn(C[C@H](NC2CCCCC2)C(=O)O)c(=O)[nH]c1=O
#34 COCCOc1ccnc(-c2noc([C@@H]3CCCN3Cc3ccc(S(C)(=O)=O)cc3)n2)c1
#35 O=C(CCCc1ccccc1)N1CCN(C2CCN(Cc3cccnc3)C2=O)CC1 (configuration not stated)
#36 O=C(C1CCCC1)N1CCN(c2nccc(Nc3ccccc3F)n2)CC1

compound no.	31	32	33	34	35	36
SNCA expr inh	-12%[87.6 µM]	7%	10%[87.6 µM]	28%	31%[activator]	21%
3T3 cytotox	?	.	0%[174 µM]	-19%	-7%	22µM*
GPT2 inhibitor	?	.	i	-8%	i	i
HEK293 viab	-15%[87.6 µM]	16%	8%[87.6 µM]	-7%	2%	-2%
IP6K1 inh	4	17	17	21	16	8
HEK cytotox	?	.	-5%[172 µM]	4%	-13%	?
FLuc inh	-8%[172 µM]	.	-1%[172 µM]	-7%	-3%	.

#37 CC(C)CNC(=O)N1CCOc2ccc(CN3CCOCC3)cc2C1
#38 N#Cc1ccc(CN2C[C@@H]3OCC(=O)N(CC(N)=O)[C@@H]3C2)cc1
#39 CN1C(=O)Cc2ccccc2C1C(=O)NCc1ccc(F)cc1 (configuration not stated)
#40 Cc1ccsc1C(=O)C1CCCN(Cc2cc(F)ccc2-n2cccn2)C1 (configuration not stated)
#41 CN(C(=O)C1CC=CCC1)C1CCc2nn(C)c(=O)n2CC1 (configuration not stated)
#42 COc1ccc(C(=O)c2ccccc2O)c(O)c1

compound no.	37	38	39	40	41	42
SNCA expr inh	-4%	-23%[87.6 µM]	3%	-3%	2%	85%[activator][25.6 µM]
3T3 cytotox	-15%	-3%[174 µM]	-11%	?	-8%	.
GPT2 inhibitor	-11%	?	?	-17%	-23%	-2%
HEK293 viab	-4%	-2%[87.6 µM]	0%	5%	0%	-12%[23.9 µM]
IP6K1 inh	1	-5	-2	-4	7	9
HEK cytotox	4%	i	-1%	40µM*	-2%	.
FLuc inh	-1%	-6%[172 µM]	0%	5%	6%	.

#43 Cc1sc2ncn(CC(=O)N3CCN(c4cccc(Cl)c4)CC3)c(=O)c2c1S(=O)(=O)N1CCC(C)CC1
#44 CC(C)NC(=O)C[C@@H]1CCNC[C@@H]1Cc1cc(-c2ccc(C(C)(C)C)cc2)on1
#45 COCCNC(=O)c1cn2cc(-c3ccccc3)sc2n1
#46 COc1ccc(NC(=O)N2CCC3(CC2)CC(OCC2CC2)CCO3)cc1 (configuration not stated)
#47 Cc1cccc(C(=O)Nc2nc(-c3ccc(Br)cc3)ns2)c1
#48 O=C1CCN(S(=O)(=O)c2ccccc2)CCCN(C(=O)CN2C(=O)CCC2=O)CCN1
#49 Cc1ccc2c(c1)N(C(=O)N1CCC(C(=O)NC3CCCCCC3)CC1)CCO2
#50 CC(C)[C@@H](c1ccc(C(F)(F)F)cc1CN(Cc1cc(C(F)(F)F)cc(C(F)(F)F)c1)c1nnn(C)n1)N1CCC(C(=O)O)CC1

compound no.	43	44	45	46	47	48	49	50
SNCA expr inh	-16%	-14%[87.6 µM]	67%[activator][87.6 µM]	35%[activator]	2%	1%	-11%	.
3T3 cytotox	.	35µM*	-23%[138 µM]	-21%	.	-14%	.	.
GPT2 inhibitor	.	1%[88.5 µM]	i	2%	.	1%	.	1%
HEK293 viab	?	-11%[87.6 µM]	-6%[87.6 µM]	-7%[12.5 µM]	-9%	2%	-9%	-13%
IP6K1 inh	28	1	-6	-20	2	5	4	1
HEK cytotox	.	40µM*	-14%[172 µM]	-13%	.	-6%	.	.
FLuc inh	.	0%[172 µM]	.	-5%	.	-6%	.	.

High-throughput results from PubChem.
